IDE cell inh: cellular human IDE inhibition. AID 434962. actives 0.41% (n = 320,000). HEK cells, FAbetaB cleavage, fluorescence polarization. P14735. inhibition, % at 5.59 µM;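 active means percent inhibition above the average of all tested compounds plus 3 SD, set per screening campaign, cut at about 16% in these data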;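 further: IDE supplied by intact live HEK cells; FP after avidin binding of uncleaved biotin substrate so inhibition keeps polarization high; 0% = DMSO wells and 100% = 60 µM reference IDE inhibitor Ii1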
Target sequence (P14735 whole entry, looked up): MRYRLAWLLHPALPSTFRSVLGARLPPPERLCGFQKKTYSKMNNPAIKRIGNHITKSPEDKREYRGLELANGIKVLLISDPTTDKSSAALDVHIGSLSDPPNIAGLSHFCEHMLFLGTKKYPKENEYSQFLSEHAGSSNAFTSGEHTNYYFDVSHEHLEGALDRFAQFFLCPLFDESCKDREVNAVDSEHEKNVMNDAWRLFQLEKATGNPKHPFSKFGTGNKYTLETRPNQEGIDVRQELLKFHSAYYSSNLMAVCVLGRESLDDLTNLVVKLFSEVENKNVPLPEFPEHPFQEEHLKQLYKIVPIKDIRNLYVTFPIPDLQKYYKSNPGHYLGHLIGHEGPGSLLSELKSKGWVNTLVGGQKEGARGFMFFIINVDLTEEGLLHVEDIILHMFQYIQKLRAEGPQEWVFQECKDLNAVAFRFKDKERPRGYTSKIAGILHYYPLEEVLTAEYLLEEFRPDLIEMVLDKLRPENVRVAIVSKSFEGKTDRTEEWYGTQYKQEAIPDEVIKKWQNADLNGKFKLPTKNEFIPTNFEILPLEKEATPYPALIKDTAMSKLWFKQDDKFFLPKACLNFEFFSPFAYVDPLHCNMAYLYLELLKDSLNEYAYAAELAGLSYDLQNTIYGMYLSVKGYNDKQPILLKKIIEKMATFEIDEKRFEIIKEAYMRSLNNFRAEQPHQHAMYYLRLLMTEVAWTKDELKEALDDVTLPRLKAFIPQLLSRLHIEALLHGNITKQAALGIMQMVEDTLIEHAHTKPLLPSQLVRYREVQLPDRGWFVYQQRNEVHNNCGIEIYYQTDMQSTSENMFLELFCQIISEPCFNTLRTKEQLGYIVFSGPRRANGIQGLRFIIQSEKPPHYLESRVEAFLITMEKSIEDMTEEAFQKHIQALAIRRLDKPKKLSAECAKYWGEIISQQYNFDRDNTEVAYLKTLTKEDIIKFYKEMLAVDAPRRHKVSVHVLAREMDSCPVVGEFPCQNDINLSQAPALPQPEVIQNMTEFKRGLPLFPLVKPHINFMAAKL
IDE act: boosts human insulin-degrading enzyme activity in HEK cells | actives 0.073% (n = 340,000) | FAbeta-B cleavage, fluorescence polarization; 0% vehicle, 100% cell-free pure enzyme wells | activation, % at 5.96 µM;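 active means activation above the mean of all tested compounds plus 3 SD, set per screening campaign, cut at about 17% in these data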
Starred values were filed as active, the others as inactive. Some of the compounds tested; rates above refer to the full screens.

SMILES | IDE cell inh | IDE act
CCCCN(C(=O)/C=C/c1ccccc1)C1CCS(=O)(=O)C1 (stereo not given) | 2 | -2
CCCN1C(=O)C(=O)N(CC(=O)c2cc(C)n(C3CC3)c2C)C1=O | 3 | -5
CC1(C)C(=O)Nc2ccccc2N1C(=O)COC(=O)Cc1ccccc1F | -3 | -5
Cc1ccc(S(=O)(=O)N(C)C)cc1NC(=O)C(C)OC(=O)C1CCCC1 (stereo not given) | 0 | -2
Cc1ccc(S(=O)(=O)Nc2ccc3nc(C)sc3c2)c(C)c1 | -4 | 2
COC(=O)C[C@H]1c2cc(F)ccc2S(=O)(=O)N1c1ccccc1 | 1 | 5
C/C=C(\C)C(=O)OC(C)(C)[C@@H]1Cc2cc3ccc(=O)oc3cc2O1 | 9 | -4
COc1ccc(S(=O)(=O)Nc2cccc3c2O[C@H](CN(C)Cc2ccc(C(=O)O)cc2)[C@@H](C)CN([C@H](C)CO)C3=O)cc1 | 6 | 0
COc1cc(C(C)=O)ccc1OCC(=O)OC(C)C(=O)c1ccc(F)cc1 (stereo not given) | 2 | 2
COc1cccc(COC(=O)Cc2ccc(S(=O)(=O)N3CCOCC3)s2)c1OC | -2 | 2
CC1(C)C[C@H](O)[C@]2(CO)CC[C@]3(C)C(=CCC4[C@@]5(C)CC[C@H](O)C(C)(C)C5CC[C@]43C)[C@@H]2C1 (stereo not given in full) | 0 | 4
O=C(c1ccc(NS(=O)(=O)c2cccc([N+](=O)[O-])c2)cc1)N1CCCCCC1 | 0 | 8
CC(C)[C@@H]1CN=C(N)N1C[C@@H]1CCCN1C[C@H](C)N1C[C@@H](Cc2ccccc2)N(CCc2ccc(Cl)c(Cl)c2)C1=N | 9 | 5
CC(C)CC(CO)N1CCN(C(=O)c2cccc(Cl)c2)CCC1=O (stereo not given) | -6 | -3
CCOC(=O)c1sc(NC(=O)C2CCCCC2)nc1C | 3 | -3
O=C(Nc1ccc(C(F)(F)F)cc1)c1cccc(-n2cnnn2)c1 | -1 | 1
CC(OC(=O)C1CCCC1)C(=O)Nc1ccc(S(N)(=O)=O)cc1 (stereo not given) | -4 | 7
CCCCN(CC(=O)NC1CC1)S(=O)(=O)c1ccc(OCC)cc1 | 3 | 1
O=C(COC(=O)/C=C/c1cccc(Br)c1)NCc1cccs1 | -2 | 5
O=C(CN1C(=O)NC2(CCCCCCC2)C1=O)Nc1ccc(Cl)cc1 | 2 | 5
O=C(Nc1cccc(C(=O)Nc2ccccc2C(=O)O)c1)c1cccc(Cl)c1 | 1 | 3
C=CCC[C@H](Cc1ccc(F)cc1)C(=O)OC[C@@H](NC(=O)[C@@H](CC=C)CC(=O)N[C@@H](CO)Cc1ccccc1)C(C)(C)C | 0 | 3
COc1cc(OC)cc(-c2sc3ccc(OC)cc3c2C#CC2(N)CCCCC2)c1 | -10 | 5
CN(c1ccccc1)S(=O)(=O)c1ccc2c(c1)OCCO2 | 2 | 5
COc1cc(C(=O)NCC(c2cccs2)N2CCc3ccccc32)cc(OC)c1OC (stereo not given) | 3 | 2
Cn1c(N)c(C(=O)COC(=O)/C=C/c2ccccc2)c(=O)n(C)c1=O | 0 | -5
Cc1noc(C)c1S(=O)(=O)N(C)C[C@H]1Oc2ccc(NS(=O)(=O)c3ccc(F)cc3)cc2C(=O)N([C@H](C)CO)C[C@@H]1C | 0 | 4
Cc1ccc(/C=C/S(=O)(=O)NCCC(=O)NCc2ccccc2F)cc1 | -2 | 6
O=S(=O)(NCC1(N2CCOCC2)CCCCC1)c1ccc(F)c(F)c1F | 4 | -4
COc1ccc(NC(=O)CSc2nc(N)cc(N)n2)cc1S(=O)(=O)N1CCCCC1 | -3 | -2
Cc1c(NS(=O)(=O)c2cc(C(=O)N(C)Cc3ccccc3)ccc2Cl)c(=O)n(-c2ccccc2)n1C | 0 | 7
Cc1cccn2c(=O)nc(SCC(=O)N3CCCCCC3)nc12 | 4 | -1
Cc1ccc2c(CC(=O)NNC(=O)c3ccncc3)coc2c1 | 7 | 2
CN(C(=O)COC(=O)C1CCN(S(=O)(=O)c2c(Cl)cccc2Cl)CC1)C1CCCCC1 | -1 | 1
CS(=O)(=O)c1ccc(Cl)c(NC(=O)CSc2nnc(C3CC3)n2C2CC2)c1 | 3 | 5
CSCCC(NC(=O)COc1ccccc1)C(=O)OCCOc1ccc(F)cc1 (stereo not given) | 3 | 2
CC(C(=O)N1CCc2ccccc21)N(C)CC(=O)Nc1ccc(F)cc1 (stereo not given) | -3 | 2
CCOc1ncccc1C(=O)OCC(=O)c1ccc(Br)s1 | 0 | 5
CS(=O)(=O)c1ccccc1-c1nnc(NC(=O)c2cccc(N3C(=O)CCC3=O)c2)o1 | -5 | 2
COc1ccc(-c2ccc3oc(-c4ccc(OC)cc4)c(-c4cc(OC)c(OC)c(OC)c4)c3c2)cc1 | 4 | 1

4 entries from above, reformatted:
> Cc1c(NS(=O)(=O)c2cc(C(=O)N(C)Cc3ccccc3)ccc2Cl)c(=O)n(-c2ccccc2)n1C
  IDE cell inh: 0	IDE act: 7
> Cc1cccn2c(=O)nc(SCC(=O)N3CCCCCC3)nc12
  IDE cell inh: 4	IDE act: -1
> Cc1ccc2c(CC(=O)NNC(=O)c3ccncc3)coc2c1
  IDE cell inh: 7	IDE act: 2
> CN(C(=O)COC(=O)C1CCN(S(=O)(=O)c2c(Cl)cccc2Cl)CC1)C1CCCCC1
  IDE cell inh: -1	IDE act: 1

Next part:
SMILES | IDE cell inh | IDE act
COc1ccccc1CNC(=O)COc1cccc(-n2cnnn2)c1 | 3 | 1
COc1ccccc1-n1c(SCC(=O)NC2CC2)nc2ccccc2c1=O | -3 | -4
COc1ccccc1NC(=O)c1ccc(S(=O)(=O)N(C)c2ccccc2)cc1 | 3 | 3
O=C(NCCCN1CCCC1=O)c1ccc(NS(=O)(=O)c2ccc(F)cc2)cc1 | -5 | 5
NC(=O)c1ccc(NC(=O)CN2CCN(S(=O)(=O)c3ccc4ccccc4c3)CC2)cc1 | 5 | 0
CCOC(=O)C1=C(C)N(CCC(=O)O)C(=O)NC1c1ccccc1Cl (stereo not given) | -2 | 3
COc1ccc(C(=O)COC(=O)c2cc([N+](=O)[O-])ccc2N2CCOCC2)c(OC)c1 | 0 | 8
CCOC(=O)c1c(NC(=O)COC(=O)c2cnc(C)cn2)sc(C(=O)N(C)C)c1C | 1 | -3
Cc1onc(-c2ccccc2)c1C(=O)NNC(=O)c1ccccc1 | -2 | -5
Cc1ccc(NC(=O)[C@@H]2CCCN2S(=O)(=O)c2ccc(Cl)cc2)cc1 | 4 | 4
O=C(NCC1CC1)C1(C(F)(F)F)CC(CCCO)CCCO1 (stereo not given) | 4 | 4
O=C(COC(=O)c1ccc(C(F)(F)F)cc1)Nc1cccc(S(=O)(=O)N2CCCCC2)c1 | -3 | 0
CC1CCC2(CC1)NC(=O)N(CC(=O)NC1CCCCC1C)C2=O (stereo not given) | 7 | 4
O=C(COC(=O)C12CC3CC(CC(O)(C3)C1)C2)Nc1ccc(Cl)cc1F | 1 | 2
Cc1ccc(NC(=O)COC(=O)c2ccc(CN3CCCC3=O)cc2)c(Cl)c1 | -2 | 4
COc1ccc(S(=O)(=O)Nc2cccc3c2O[C@H](CN(C)S(=O)(=O)c2cn(C)cn2)[C@@H](C)CN([C@H](C)CO)C3=O)cc1 | -1 | 2
C=CCN(C/C(=N\O)c1sc(C(=O)OCC)nc1C)c1cccc(Br)c1 | 4 | 2
CC(C)C(NC(=O)c1ccco1)C(=O)OCC(=O)NCCc1ccccc1 (stereo not given) | -2 | 5
Cc1ccc(CNC(=O)C(=O)NCC2CCCN2S(=O)(=O)c2cc(C)ccc2C)cc1 (stereo not given) | 5 | 4
Cn1nc(C(=O)Nc2ccccc2N2CCOCC2)ccc1=O | -1 | 0
CCN(C(=O)COC(=O)CNC(=O)c1cccc(C)c1)c1c(N)n(Cc2ccccc2)c(=O)[nH]c1=O | 8 | 0
C[C@H](CO)N1C[C@H](C)[C@@H](CN(C)C(=O)Nc2ccccc2)Oc2ccc(NC(=O)NC3CCCCC3)cc2C1=O | 0 | 3
CC(C)[C@H](NS(=O)(=O)c1cccc(C(F)(F)F)c1)C(=O)OCC(=O)NC(=O)NCc1ccco1 | -2 | 2
CC(C)n1ncc2c(C(=O)N3CCN(c4ccccc4)CC3)cc(-c3ccccc3)nc21 | 2 | 1
COc1ccc(NC(=O)N(C)C[C@H]2Oc3ccc(NC(=O)C4CC4)cc3CC(=O)N([C@@H](C)CO)C[C@@H]2C)cc1 | 6 | 3
COc1cc2c(cc1OC)C(=O)N1[C@H]3c4cc(Cl)ccc4OC[C@@H]3[C@H](c3ccccc3)[C@]1(C)C(=O)N2 | 0 | 0
O=C(Nc1cc(S(=O)(=O)N2CCOCC2)ccc1OCC(F)(F)F)C1=COCCO1 | 1 | 0
CN(C(=O)CSc1ncnc2sccc12)C1CCCCC1 | -4 | 4
COc1ccc(C(CNC(=O)c2cccc(S(=O)(=O)N3CCCCC3)c2)N2CCCC2)cc1 (stereo not given) | 1 | 3
COc1ccc(OCCNC(=O)c2cc(C3CC3)nc3c2cnn3C(C)C)cc1 | -1 | 2
NC(=O)c1cc(Cl)ccc1OCC(=O)Nc1ccc2c(c1)OCO2 | 3 | -6
CC(C)c1cccc(-c2ccc3c(c2)S(=O)(=O)c2cccc(C(=O)NC4CCCC4)c2C3=O)c1 | 8 | 4
CCN(CC(=O)Nc1ccc2c(c1)OCCO2)C(=O)COc1cc(C)ccc1Cl | -2 | 1
Cc1cccc(C(=O)NCC(=O)NCCCSc2ccccc2)c1 | 5 | 0
CCOC(=O)N1CCN(C(=O)COC(=O)c2ccc(S(=O)(=O)N(CC)CC)cc2)CC1 | 1 | 2
COc1ccc(NC(=O)CN(C)C(=O)c2ccccc2OCC(=O)Nc2cccc(C(F)(F)F)c2)cc1 | -3 | 0
CC(=O)N(C)c1ccc(N=Cc2cc3c(cc2[N+](=O)[O-])OCO3)cc1 | 4 | 6
C/C(N)=C(/C#N)C(=O)COC(=O)C1CCN(S(=O)(=O)c2cccs2)CC1 | -3 | 2
COc1cccc(/C=C/C(=O)NNC(=O)c2ccccc2)c1OC | 1 | 1
Cc1ccc(CNS(=O)(=O)c2cc3c4c(c2)CCN4C(=O)CC3)cc1 | -7 | -1
Cc1ccc(CNC(=O)COC(=O)CCOc2ccc(C)cc2)cc1 | 7 | -2
CCN(C(=O)COC(=O)c1ccc([N+](=O)[O-])o1)C1CCCCC1 | 3 | 1
Nc1cc(=O)[nH]c(SCC(=O)Nc2ccc(S(=O)(=O)N3CCCC3)cc2)n1 | 11 | 3
CC(=O)c1ccccc1NC(=O)COC(=O)c1cc2ccccc2[nH]1 | -4 | 4
COc1ccc(-c2c(C#Cc3ccc(N(C)C)cc3)c3ccccc3n2C)cc1 | -4 | 4
N#Cc1sc(=O)[nH]c1Cl | 2 | 3
CC1CCC(NC(=O)CSc2nnnn2C)CC1 (stereo not given) | -8 | 2
COc1ccc(NC(=O)[C@@H]2CC=C[C@@H]3CCN(C4CCCCC4)C(=O)[C@@H]32)cc1 | 4 | 3
Cc1cc(S(=O)(=O)NC(C)c2nnc3ccccn23)ccc1Br (stereo not given) | -3 | 2
Cc1ccc(NC(=O)CCN2C(=O)c3ccccc3S2(=O)=O)cc1C | 2 | -1
COc1ccc(NC(=O)c2cccc(S(=O)(=O)N3CCCC3)c2)cc1OC | -4 | 4
COc1ccc(Cl)cc1NC(=O)CN1C(=O)NC(Cc2c[nH]c3ccccc23)C1=O (stereo not given) | 1 | 2
O=C(COC(=O)c1ccco1)Nc1ccc2[nH]c(=O)[nH]c2c1 | 0 | 1
CCCCC(=O)OCc1c(-c2cccc(OC)c2)ncc2ccccc12 | 5 | -10
O=C(COc1ccc(F)c(Cl)c1)Nc1ccc(N2CCOCC2)cc1 | 9 | -4
Cc1ccc(NC(=O)COC(=O)C2(CC(=O)NC(C)C)CCCC2)cc1C | 3 | 0
COc1ccc(C(=O)N/N=C\C(C)=C\c2ccccc2)cc1OC | 8 | 2
O=C(COC(=O)/C=C/c1ccc(OC(F)F)cc1)Nc1cccc(S(=O)(=O)N2CCOCC2)c1 | 5 | -3
O=C(OCC(=O)N1CCOCC1)c1cccc(S(=O)(=O)Nc2ccc(F)cc2)c1 | 5 | 2
CNC(=O)c1ccc(NC(=O)c2ccc3c(=O)n4c(nc3c2)CCC4)cc1 | 5 | 2
(cont.)
SMILES | IDE cell inh | IDE act
CC(C)CCC1(C)NC(=O)N(CC(=O)NCC(=O)Nc2ccc(F)c(F)c2F)C1=O (stereo not given) | 0 | 6
Cc1noc(C)c1COc1ccccc1C(=O)NNC(=O)c1ccccc1F | 0 | 2
COC(=O)[C@@]12CCCN1[C@H](c1ccc(-c3ccc(OC)cc3)c(OC)c1)[C@@H]1C(=O)N(C)C(=O)[C@@H]12 | 5 | 3
Cc1ccc(C)c(NC(=O)COC(=O)CSc2ccccc2)c1 | -1 | 2
CCOC(=O)C1C(O)=CC(=O)CC1c1ccccc1 (stereo not given) | 4 | 4
COc1cccc(N2CCN(C(=O)CC(NC(=O)c3ccccc3)c3ccccc3)CC2)c1 (stereo not given) | -4 | 3
O=C(CSc1nc2ncc(Cl)cc2[nH]1)N1CCOCC1 | -1 | 3
C/C(=N\NC(=O)c1cccc(S(=O)(=O)N2CCCC2)c1)c1ccc(C)cc1 | -2 | -5

Full records, looked up by structure. Values in the order: IDE cell inh	IDE act
COc1cccc(N2CCN(C(=O)CC(NC(=O)c3ccccc3)c3ccccc3)CC2)c1 (stereo not given) in the list: -4	3
O=C(CSc1nc2ncc(Cl)cc2[nH]1)N1CCOCC1 in the list: -1	3
Cc1noc(C)c1COc1ccccc1C(=O)NNC(=O)c1ccccc1F in the list: 0	2
Cc1ccc(C)c(NC(=O)COC(=O)CSc2ccccc2)c1 in the list: -1	2

Screening results from PubChem BioAssay.
